From PubChem
PI5P4K alpha inh: qHTS for Inhibitors of phosphatidylinositol 5-phosphate 4-kinase (PI5P4K) | max response, % | AID 652105, 2013 | PI5P4Kalpha enzyme, ADP-Glo luminescence, 60 min; active compounds read low | Phosphatidylinositol 5-phosphate 4-kinase type-2 alpha (Homo sapiens), P48426 | 330,000 compounds, 1.2% hits; active = max response of -50% or lower; inconclusive = between -30% and -50%; inactive = -30% or higher; note: value at the top dose of about 77 µM; % is set by controls: 0 for no effect and ±100 for the full control effect
Target sequence (P48426 whole entry, looked up): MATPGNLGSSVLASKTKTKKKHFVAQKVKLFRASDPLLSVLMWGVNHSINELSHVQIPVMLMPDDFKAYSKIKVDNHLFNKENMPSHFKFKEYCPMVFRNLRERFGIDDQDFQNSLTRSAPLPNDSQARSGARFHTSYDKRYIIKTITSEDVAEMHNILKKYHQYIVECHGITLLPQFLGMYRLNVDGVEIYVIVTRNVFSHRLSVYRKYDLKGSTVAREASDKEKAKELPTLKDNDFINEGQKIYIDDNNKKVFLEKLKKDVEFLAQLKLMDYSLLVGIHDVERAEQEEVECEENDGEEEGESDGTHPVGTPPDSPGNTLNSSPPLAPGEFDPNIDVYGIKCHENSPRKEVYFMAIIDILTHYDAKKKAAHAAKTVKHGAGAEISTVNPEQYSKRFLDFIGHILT
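Single end-point luminescence (ADP-Glo) quantified ADP from PI5P4Kalpha turnover; ATP 5 microM final, 1 h at RT, 0.1% CHAPS and 0.28 mM EGTA in HEPES pH 7.4.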
GLP1R inv ag: qHTS of GLP-1 Receptor Inverse Agonists (Inhibition Mode). Glucagon-like peptide 1 receptor (Homo sapiens), P43220. HEK293 GLP-1R CRE-luciferase, luminescence, 24 h; GLP-1R form is constitutively active. Potency, µM (doses to about 38.3 µM), inactives show top-dose activity change, negative = inhibition, actives largely listed as inhibitors. 410,000 compounds, 1.6% hits; note: potency is the fitted concentration of half-maximal effect; % is set by controls: 0 for no effect and ±100 for the full control effect; nearly all actives have a fitted effect of over 55% in size
Target sequence (P43220 whole entry, looked up): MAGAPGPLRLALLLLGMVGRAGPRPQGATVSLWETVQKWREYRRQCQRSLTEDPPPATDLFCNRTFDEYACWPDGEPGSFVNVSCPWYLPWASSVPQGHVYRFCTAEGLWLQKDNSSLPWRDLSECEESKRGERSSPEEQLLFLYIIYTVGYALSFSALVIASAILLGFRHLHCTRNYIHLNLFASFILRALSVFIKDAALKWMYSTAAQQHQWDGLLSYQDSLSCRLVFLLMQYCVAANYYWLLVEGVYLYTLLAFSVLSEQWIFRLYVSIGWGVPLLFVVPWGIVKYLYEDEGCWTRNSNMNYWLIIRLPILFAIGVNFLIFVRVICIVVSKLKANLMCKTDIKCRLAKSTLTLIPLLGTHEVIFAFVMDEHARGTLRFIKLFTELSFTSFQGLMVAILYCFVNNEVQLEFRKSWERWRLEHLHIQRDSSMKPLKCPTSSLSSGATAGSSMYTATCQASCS
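Inverse agonists were sought by their lowering of basal cAMP reporter luciferase output in HEK293 cells stably carrying constitutively active human GLP-1R, after 24 h compound treatment.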
HEK293 tox: qHTS of GLP-1 Receptor Inverse Agonists: Cytotox Screen | HEK293 cAMP-luciferase reporter cells, luminescence, 24 h | Potency, µM (top dose mostly 38.3 µM), without a hit: top-dose activity change, negative = inhibition, most hits filed as inhibitors | 410,000 compounds, 0.13% hits | AID 624418, 2012;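 note: loss of luciferase light is scored as toxicity; potency is the fitted concentration of half-maximal effect; % is set by controls: 0 for no effect and ±100 for the full control effect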
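Luminescence readout: signal drop marks cytotoxicity. Plated cells grew 12 h at 37 °C, 5% CO2, received 23 nL compound for 24 h, then got luciferase reagent, read after 12 min at RT.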
D3 ag: qHTS of D3 Dopamine Receptor Agonist: qHTS; D3R DiscoveRx beta-arrestin cells, luminescence, 90 min; AID 652048, 2013; 410,000 compounds, 0.58% hits; max activation, %; D(3) dopamine receptor (Homo sapiens), P35462; in the data active = max activation above about 30%; note: 0% is about no effect; mostly tested at two doses, the higher about 12 µM
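Agonist-mode cell screen: cells plated at 1500/well and incubated overnight at 37 °C, then exposed to library compounds for 90 min at 37 °C. Detection reagent was added for 30–60 min at room temperature, and luminescence was read.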
GLP-1R agonist: qHTS of GLP-1 Receptor Agonists; Glucagon-like peptide 1 receptor (Homo sapiens), P43220; HEK293 GLP-1R CRE-luciferase, luminescence, 4-6 h; cells express a hypersensitive GLP-1R form; Potency, µM (doses to about 45.6 µM), without a hit: top-dose activation, usual class: activators; 380,000 compounds, 0.007% hits; AID 624172, 2012; note: potency is the fitted concentration of half-maximal effect; % of control where 0% means no effect
IL2 activator: qHTS of IL-2 Activators; IL-2 activation reporter assay, cell-based qHTS; stimulated with anti-CD3/CD4/CD28 beads; in transgenic mouse T cells; activation, % (series mostly up to about 46 µM); 360,000 compounds, 0.065% hits; in the data active = activation above about 50%; inconclusive = mostly about 30% to 49%; note: 0% is about no effect
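Unstimulated transgenic mouse T cells preincubated 60 min with compound, then stimulated with anti-CD3/anti-CD4-coated beads plus anti-CD28 for 18 h at 37 degrees C. IL-2 response read as EGFP and DsRed fluorescence by plate cytometry.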
WRN helicase inh: qHTS for Inhibitors of WRN Helicase | 360,000 compounds, 0.46% hits | AID 651768, 2012 | Potency, µM (highest dose often 114 µM), without a hit: at the top dose activity change, negative = inhibition, actives largely listed as inhibitors | WRN helicase unwinding, fluorescent forked duplex, kinetic; note: potency is the fitted concentration of half-maximal effect; % is set by controls: 0 for no effect and ±100 for the full control effect; nearly all actives have a fitted effect of over 55% in size
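Primary qHTS, 1536-well format. 20 nM WRN + compound, 15 min RT; start with 100 nM forked fluorophore/quencher duplex, 2 mM ATP (final); kinetic read ex 525/em 598 nm.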
DRD3 antagonist: qHTS of D3 Dopamine Receptor Antagonist: qHTS; AID 652054, 2013; max response, negative = inhibition, %; D3R cells, DiscoveRx beta-arrestin luminescence, antagonist mode; active compounds read low; 360,000 compounds, 2.5% hits; D(3) dopamine receptor (Homo sapiens), P35462; in the data active = max response below about -50%; inconclusive = no clear call, values can overlap the other calls; note: % is set by controls: 0 for no effect and ±100 for the full control effect; mostly tested at two doses, the higher about 12 µM
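Cells expressing the human receptor were seeded at 1500 cells/well, incubated overnight at 37 degrees C in 5% CO2, then exposed to library compounds with dopamine controls for 90 minutes at 37 degrees C before luminescent detection.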
PLK1 PBD block: qHTS for Inhibitors of PLK1-PDB (polo-like kinase 1 - polo-box domain): Primary Screen; Plk1 PBD binding of FITC phosphopeptide, fluorescence polarization; AID 720504, 2013; 360,000 compounds, 2.8% hits; Potency, µM, inactives show max response, negative = inhibition, actives largely listed as inhibitors; Serine/threonine-protein kinase PLK1 (Homo sapiens), P53350; note: potency is the fitted concentration of half-maximal effect; series mostly up to about 57 µM; % is set by controls: 0 for no effect and ±100 for the full control effect; nearly all actives have a fitted effect of over 65% in size
Numbers without * were called inactive; ? = inconclusive; nt = not tested or not shown; & = joins results of further samples; [ ] = another dose, or the depositor's remark. Unless noted, calls come from the whole dose curve; as a rule, active = well fitted curve in the direction sought with a large enough effect; inconclusive = small, poorly fitted or top-dose-only effect, or another doubt; inactive = no such curve, though single readings can be large; an effect the other way counts as inactive or inconclusive.

SMILES	PI5P4K alpha inh	GLP1R inv ag	HEK293 tox	D3 ag	GLP-1R agonist	IL2 activator	WRN helicase inh	DRD3 antagonist	PLK1 PBD block
CN(C)S(=O)(=O)N(CC(=O)NCCSCc1c(F)cccc1Cl)c1ccccc1	nt	-11.7%	2.5%	6.3	0.1%	nt	nt	nt	nt
Cn1c(=O)c2c(nc(Br)n2Cc2nnc(N)s2)n(C)c1=O	-13.6	0.4%	4.8%	8.8	-2.5%	-5.3	-15.8%	19.5	-3.7%
O=C(C1CCC1)N1CCc2cc(S(=O)(=O)Nc3ccc4c(c3)OCO4)ccc21	3.1	16.7%	-7.3%	0.4	20.4%	-2.6	-6.1%	5.5	0.5%
O=C(CN(C(=O)CNS(=O)(=O)c1ccccc1)c1ccc2c(c1)OCCO2)NC1CCCCC1	7.3	0.0%	-19.4%	6.5	-2.9%	1.8	7.3%	8.5	-13.3%
CC(=O)Nc1ccc(NC(=O)C(C)OC(=O)c2ccc(S(=O)(=O)N3CCCCC3)cc2)cc1 (configuration not stated)	-0.7	48.2%[activator]	-26.8%	-3.1	4.4%	0.3	4.7%	6.5	3.2%
O=C(NCC1CCCO1)c1ccc(N2C(=O)C3CCCCC3C2=O)cc1 (configuration not stated)	-0.5	17.6%	-9.8%	0.2	4.4%	0.1	1.0%	-15.8	2.7%
O=C(Nc1ccc2c(c1)OCCO2)c1cccnc1Oc1ccccc1	0.3	35.6%[activator]	-2.7%	1.2	14.3%	-0.8	-4.6%	0.0	-3.6%
O=C(N/N=C/c1ccc([N+](=O)[O-])cc1)c1[nH]ncc1Br	3.3	1.3%	-1.1%	-2.5	0.3%	2.7	-3.1%	-23.0	-17.8%
Cc1ccc(S(=O)(=O)N2C[C@H]3N(C(=O)OC(C)C)N(C(=O)OC(C)C)C[C@H](OC(=O)Nc4c(C)noc4C)[C@@]3(O)C2)cc1	0.5	-12.4%	2.4%	-1.9	-5.7%	4.2	-4.0%	-2.5	-23.0%
C=CCn1c(SCC(=O)N2CCCC2)nc2c([nH]c3ccccc32)c1=O	2.2	88.6%[activator]	-33.2%	0.2	9.0%	-3.5	6.6%	0.8	0.8%
Cc1[nH]c2ccccc2c1C(c1ccncc1)N1CCC(C)CC1 (configuration not stated)	2.2	5.6%[7.66 µM]	2.3%[7.66 µM]	0.5	0.6%	1.3	-6.5%	4.3	?
O=C(c1cccs1)N1CCN(Cc2ccncc2)CC1	-4.5	3.9%	-8.4%	3.6	-2.6%	0.3	-13.5%	21.5	1.9%
CC(C)c1ccccc1NC(=O)COC(=O)c1cccnc1	6.9	0.3%	6.7%	13.7	-0.5%	-1.8	-8.0%	4.3	-4.1%
CCOC(=O)Nc1cccc(OCC(=O)Nc2ccccc2OCC)c1	-0.8	0.0%	5.3%	1.5	4.8%	-1.9	0.2%	14.4	-0.5%
Cc1sc(NC(=O)CN2CCOCC2)nc1-c1ccc2c(c1)CCN2S(=O)(=O)c1ccccc1	nt	?	-3.0%	2.6	9.2%	0.0	-15.7%	7.2	-9.3%
COc1ccc(O)c(/C=N/c2sc(C)c(C)c2C#N)c1	?	7.6%	-3.1%	7.2	5.9%	2.0	3.4%	17.4	29.9µM*
CC(C)(C)c1ccc(OC(=O)Nc2ccc(O)c(C(=O)O)c2)cc1	-26.2	1.3%	6.4%	0.0	4.4%	-2.2	-1.3%	36.1	-26.8%
CC(C)CCNC(=O)C1CCCN(S(=O)(=O)c2ccc3c(c2)CC(C)N3C(=O)C2CC2)C1 (configuration not stated)	3.2	33.2%[activator]	1.3%	-15.1	-4.2%	-3.2	3.3%	24.1	-5.7%
Cc1ccccc1/C(N)=N/OC(=O)c1cccs1	-0.9	-2.0%	?	-11.1	2.0%	-3.6	7.8%	-10.9	-11.9%
O=C(CSC1CC(=O)N(CC(c2ccccc2)c2ccccc2)C1=O)Nc1ccc(Cl)cc1 (configuration not stated)	7.0	?	?	4.6	-5.9%	0.7	-13.2%	63.5	-10.7%
CCOc1ccc(OCC)c(NS(=O)(=O)c2ccc3c(c2)CCN3C(=O)C2CCC2)c1	nt	0.3%&3.8%	0.4%&1.0%	-4.2&2.1	1.2%&8.2%	-0.6	-2.7%	13.4	-0.8%
COc1ccccc1S(=O)(=O)N(C)C[C@@H]1OCc2cnnn2CCCC(=O)N([C@H](C)CO)C[C@H]1C	3.0	10.6%	6.7%	-3.8	-3.8%	-2.5	-0.2%	-17.7	-16.8%
CN(C)C(=O)CSc1nc2ccc(C(=O)c3ccccc3)cc2[nH]1	0.6	35.3%[activator]	4.5%	1.8	1.3%	0.1	1.0%	0.0	0.7%
O=C(Cc1ccccc1)NN1C(=O)c2ccccc2C1=O	-7.2	5.4%	5.3%	2.0	1.1%	-2.9	1.8%	3.2	-4.5%
CCN(CC)S(=O)(=O)c1ccc(N2CCOCC2)c(NC(=O)c2cccc(C#N)c2)c1	-4.3	2.1%	3.0%	9.5	4.6%	10.5	8.7%[57.1 µM]	47.7	-0.4%
Cc1ccc(CN2C(=O)C(CC(C)C)Nc3ncnc(N4CCCCC4)c32)cc1 (configuration not stated)	-0.5	?	-3.1%	9.8	18.9%	-0.4	-2.7%	16.5	0.3%
CN(C)c1cc[n+](CC(=O)Nc2ccc(Cl)cc2)cc1	5.4	-24.0%	-12.6%	-16.5	-3.6%	0.8	-10.9%	-20.1	-6.3%
COCCN(CCOC)S(=O)(=O)c1ccc(C(=O)Nc2nnc(COC)o2)cc1	0.7	2.4%	-4.5%	2.9	-6.1%	-0.5	2.9%	-2.0	-20.3%
CCCc1cc2nnc(SCC(=O)N(C)C3CCCCC3)n2c(N)n1	-0.9	1.9%	-2.1%	-11.7	1.7%	4.0	-1.8%	-12.8	-1.5%
Cc1ccc(NC(=O)CCn2c(=O)oc3ccccc32)c(C)c1	1.3	-17.0%	-13.5%	-0.4	-2.8%	-2.0	3.9%	12.9	-4.9%
O=C(CSCc1cccc(CSCC(=O)Nc2ccccc2)n1)Nc1ccccc1	3.6	-14.3%	-2.1%	2.3	-4.4%	-0.4	-4.3%	13.5	-4.5%
CCCNC(=O)C[C@@H]1CC[C@H]2NC[C@H](O)COC[C@@H]2O1	0.6	7.2%	-0.4%	5.3	nt	0.8	6.4%	7.3	0.6%
CCOc1ccc(C(C(=O)Nc2ccc(F)cc2)N(C(=O)Cn2nnc3ccccc32)C2CC2)cc1 (configuration not stated)	nt	?	?	-20.9	-0.9%	-2.4	-7.5%	-12.0	-7.4%
CN(Cc1ccccc1)C(=O)c1ccc(COc2ccccc2)cc1	7.9	?	-2.4%	-5.4	13.8%	-0.5	-4.5%	-14.5	-6.9%
CC1CCN(C(=O)CSc2nnc(Cc3cc(=O)[nH]c(=O)[nH]3)n2-c2ccc(Cl)cc2)CC1	5.6	1.8%	1.5%	1.1	-5.1%	0.6	-7.0%	28.2	0.3%
Cc1ccc(C(=O)OCC(=O)N(CC(C)C)c2c(N)n(Cc3ccccc3)c(=O)[nH]c2=O)cc1[N+](=O)[O-]	-2.1	10.4%	-5.6%	2.1	7.1%	2.1	-14.8%	-17.7	-5.5%
Cc1cc(N2CCOCC2)nc2ccc(NC(=O)CCC(=O)N3CCCC(C)C3)cc12 (configuration not stated)	nt	102.7%[activator]	21.6%	-0.6	23.0%	1.6	-9.2%	-11.8	-16.8%
O=C(Nc1nc(-c2ccccc2)c(C(=O)c2ccccc2)s1)c1ccc(S(=O)(=O)N2CCCC2)cc1	3.5	-20.3%	21.3%	-6.9	2.8%	-2.0	9.9%	-21.0	-9.9%
COc1cc(/C=N/NC(=O)c2nc3ccccn3c2C)cc(OC)c1O	-4.8	0.0%	-14.6%	1.2	4.7%	8.4	-4.6%	-7.0	-4.7%
Cc1onc(-c2ccccc2)c1C(=O)N1CCN(Cc2ccc3c(c2)OCO3)CC1	-0.3	-4.3%	-4.9%	-1.9	2.7%	0.1	-2.2%	5.9	-22.5%
Cn1cc(SCC(=O)Nc2nccs2)c2ccccc21	-5.4	2.2%	9.8%	-2.4	6.2%	-3.0	-1.9%	-4.2	-18.2%
CCOc1ccc(N/C(N)=N/c2nc(CSc3nnnn3-c3ccccc3)cc(=O)[nH]2)cc1	-1.8	11.5%	1.0%	2.2	2.5%	-4.5	9.5%	-3.7	-5.0%
O=C1CC(c2ccccc2)=Nc2ccccc2N1Cc1ccccc1	-3.8	?	7.3%	-10.9	17.3%	-2.9	-33.5%[57.1 µM]	-18.7	-18.4%
CCCCN(C(=O)c1cc(S(=O)(=O)N2CCOCC2)ccc1N1CCOCC1)c1ccccc1	0.2	?	-12.5%	-2.5	4.1%	3.3	-3.0%	?	-17.3%
Cc1cc(NC(=O)CN2C(=O)NC(C)(c3ccccc3)C2=O)no1 (configuration not stated)	nt	1.6%	-0.2%	17.5	-4.9%	-0.1	0.0%	21.8	-1.2%

Profiles as entered above. Order of values: PI5P4K alpha inh	GLP1R inv ag	HEK293 tox	D3 ag	GLP-1R agonist	IL2 activator	WRN helicase inh	DRD3 antagonist	PLK1 PBD block
`O=C1CC(c2ccccc2)=Nc2ccccc2N1Cc1ccccc1` across the screens: -3.8	?	7.3%	-10.9	17.3%	-2.9	-33.5%[57.1 µM]	-18.7	-18.4%
`Cc1cc(NC(=O)CN2C(=O)NC(C)(c3ccccc3)C2=O)no1` (configuration not stated) across the screens: nt	1.6%	-0.2%	17.5	-4.9%	-0.1	0.0%	21.8	-1.2%
`CCOc1ccc(N/C(N)=N/c2nc(CSc3nnnn3-c3ccccc3)cc(=O)[nH]2)cc1` across the screens: -1.8	11.5%	1.0%	2.2	2.5%	-4.5	9.5%	-3.7	-5.0%

Not a hit list; overall some 7.8% were active at least once.
